Source: PubChem
DTT redox prof: compounds producing H2O2 with reducing agent – biochemical, NIH compound library profiling, artefact control for MLSCN library redox annotation, primary screen. activation, % at 10 µM. hit rate 0.03% among 200,000. DTT-dependent redox cycling H2O2, phenol red/HRP absorbance; 100% = 100 µM peroxide control, 0% = buffer. AID 878;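 active = activation of at least 50% relative to the plate's high and low controls in the primary single-dose screen; inactive = activation below 50%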;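 also: compound incubated with DTT at 0.8 mM final as the reducing agent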
STAT3 act: STAT3 signaling activation; U3A cells, IL-6 STAT3-luciferase reporter, luminescence; 100% = signal with IL-6 EC80 alone; activation (% of control), % at 5.6 µM; hit rate 0.91% among 190,000; AID 871;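 active = activation above the screen-wide mean of compound activation plus 3 SD, cut at about 130% in these data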;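 also: 0% = background luminescence of wells with medium and substrate only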
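Test system: human U3A cells carrying STAT3-luciferase construct; control set: IL-6-only wells as 100% reference; timing: compound pre-incubation 1 h before IL-6, then 6 h stimulation at 37 °C; also added: IL-6 stimulus at 33 ng/mL final; evaluation: % activation versus median of IL-6-stimulated wells; detection: reporter luminescence signal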
TLR4-MyD88 BLA: TLR4-MyD88 interaction inhibition in cells; AID 861; inhibition, % at 8.4 µM; O00206+Q99836; hit rate 0.18% among 200,000; HeLa CL3-4 TLR4/MyD88 BLA complementation, FRET ratio; in the data active = inhibition above about 25%;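 also: 0% = vehicle and 100% = reference inhibitor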
Target sequence (O00206 whole entry, looked up): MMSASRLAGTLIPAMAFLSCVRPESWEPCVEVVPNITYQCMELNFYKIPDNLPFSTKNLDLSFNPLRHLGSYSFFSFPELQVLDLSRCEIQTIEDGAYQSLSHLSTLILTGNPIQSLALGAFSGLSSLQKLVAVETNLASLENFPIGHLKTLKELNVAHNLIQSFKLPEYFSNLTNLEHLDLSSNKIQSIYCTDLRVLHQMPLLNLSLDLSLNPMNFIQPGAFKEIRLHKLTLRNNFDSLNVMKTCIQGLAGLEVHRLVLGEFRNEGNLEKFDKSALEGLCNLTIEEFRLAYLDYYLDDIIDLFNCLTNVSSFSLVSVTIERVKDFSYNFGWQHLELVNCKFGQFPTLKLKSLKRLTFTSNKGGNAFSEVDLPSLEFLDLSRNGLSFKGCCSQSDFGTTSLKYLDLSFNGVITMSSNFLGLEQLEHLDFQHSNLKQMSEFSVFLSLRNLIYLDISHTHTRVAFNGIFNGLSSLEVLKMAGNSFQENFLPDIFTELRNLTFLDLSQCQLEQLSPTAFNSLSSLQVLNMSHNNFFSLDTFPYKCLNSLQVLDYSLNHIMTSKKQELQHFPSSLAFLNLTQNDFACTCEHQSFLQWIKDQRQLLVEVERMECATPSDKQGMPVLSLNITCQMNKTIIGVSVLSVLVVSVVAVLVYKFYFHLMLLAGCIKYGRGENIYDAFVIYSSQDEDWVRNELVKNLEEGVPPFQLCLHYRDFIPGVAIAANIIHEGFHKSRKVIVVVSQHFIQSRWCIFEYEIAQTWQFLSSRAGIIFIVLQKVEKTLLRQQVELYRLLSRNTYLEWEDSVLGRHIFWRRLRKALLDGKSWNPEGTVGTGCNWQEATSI
Target sequence (Q99836 whole entry, looked up): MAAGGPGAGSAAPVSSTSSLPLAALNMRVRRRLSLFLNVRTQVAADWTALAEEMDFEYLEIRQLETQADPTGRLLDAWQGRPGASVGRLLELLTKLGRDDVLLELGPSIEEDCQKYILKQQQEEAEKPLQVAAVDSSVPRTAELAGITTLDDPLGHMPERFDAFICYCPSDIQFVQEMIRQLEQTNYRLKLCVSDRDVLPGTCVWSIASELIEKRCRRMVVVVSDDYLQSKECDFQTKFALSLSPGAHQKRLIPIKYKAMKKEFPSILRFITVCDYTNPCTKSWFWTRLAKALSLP
NF-kB neuron act: NF-kB expression increase, human neuronal cells. NF-kB reporter expression; active compounds read high. fold change at 12.5 µM. hit rate 1.6% among 190,000. AID 1239; in the data active = fold change above about 3.3
APP 5'UTR act: activates APP 5'UTR luciferase reporter; hit rate 1% among 190,000; AID 1276; SH-SY5Y APP 5'UTR luciferase reporter, luminescence; zero percent = DMSO vehicle wells; activation, % at 2 µM;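 active = activation above a set limit, based on mean plus 3 SD of controls, cut at about 140% in these data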; also: values of inactives mirror those of a sister screen read the other way
Hsp70 act: Hsp70 transcriptional activation, primary screen | HeLa Hsp70 promoter luciferase reporter, luminescence; scaled: vehicle 0, proteasome-inhibitor control 100% | activation, % at 10 µM | hit rate 0.04% among 200,000 | AID 1203;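 active = activation above the mean across all tested compounds plus 3 SD, cutoff set per campaign, cut at about 5.5% in these data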;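 also: 100% = MG132 at 30 µM as the positive control and 0% = DMSO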
Efa HMGR inh: blocks class II HMG-CoA reductase of Enterococcus faecalis. purified E. faecalis HMGR, NADPH absorbance 340 nm kinetic. inhibition, % at 10 µM. hit rate 0.41% among 190,000. AID 1066;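 active = inhibition above a set limit, the median over all tested compounds plus 3 SD, cut at about 9.5% in these data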;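 also: enzyme runs in reverse so mevalonate oxidation gives rising NADPH absorbance; 0% = complete reaction with DMSO and 100% = background rate lacking mevalonate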
STAT1 inh: reduces IFN-gamma driven STAT1 reporter signal. NIH 3T3 STAT1-luciferase reporter, luminescence. inhibition, % at 5.5 µM. hit rate 0.35% among 200,000. AID 920;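 active = inhibition above a set limit, the mean inhibition across all tested compounds plus 3 SD, cut at about 34% in these data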;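 also: 0% = IFN-gamma with DMSO and 100% = IFN-gamma with 300 µM nifuroxazide; values of inactives mirror those of a sister screen read the other way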
STAT1 act: STAT1 signaling activation; NIH 3T3 STAT1-luciferase reporter, IFN-gamma, luminescence; 100% = IFN-gamma alone, no compound; activation (% of control), % at 5.5 µM; hit rate 2.6% among 200,000;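 active = activation above the screen-wide mean activation plus 3 SD, cut at about 130% in these data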;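 also: raw ratio to IFN-gamma control signal so 100% means no change and 0% no light; values of inactives mirror those of a sister screen read the other way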
STAT3 inh: inhibitors of IL-6 induced STAT3 signaling; U3A cells, IL-6 STAT3-luciferase reporter, luminescence; host cell line lacks STAT1; inhibition, % at 5.5 µM; hit rate 0.89% among 190,000;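 active = inhibition above the mean inhibition across all screened compounds plus 3 SD, cut at about 44% in these data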;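 also: 0% = DMSO only wells and 100% = 100 µM nifuroxazide control wells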
Numbers without * were called inactive; . = not tested or not shown.

SMILES	DTT redox prof	STAT3 act	TLR4-MyD88 BLA	NF-kB neuron act	APP 5'UTR act	Hsp70 act	Efa HMGR inh	STAT1 inh	STAT1 act	STAT3 inh
Cc1cnc(NC(=O)CSc2nnc(Cc3ccccc3)n2C)s1	0.8	93	2	1	3	-0.4	-4	3	96	13
Cn1cccc1Cc1nnc(SCC(=O)NCc2ccc3c(c2)OCO3)n1CCc1ccccc1	0.0	95	4	0.65	-8	-0.3	-1	11	90	12
Cc1ccc(NCc2nnc(SCC(=O)N3CCc4ccccc43)n2C)cc1	2.4	101	-2	0.88	20	-0.2	-7	3	97	4
CCOCC(O)CSCc1ccc(Cl)cc1 (configuration not stated)	-0.2	93	9	0.93	-19	-0.2	-2	-3	98	8
COCCCNCCCOc1ccc(C)cc1Br	-0.3	101	0	1.2	-4	-0.2	-4	-1	101	-4
CCOC(=O)CCCNC(=O)CCNC(=O)c1ccc(OC(C)C)cc1	-5.3	95	9	1.2	9	0.1	-4	-5	104	8
Cc1noc(C)c1COC(=O)c1cc2ccccc2cc1O	-0.2	87	-8	1.7	-10	-0.5	0	-2	102	16
COc1ccc(/C(N)=N/OC(=O)c2cccc([N+](=O)[O-])c2C)cc1	-1.3	134*	3	1.3	24	-0.6	-7	-12	110	-31
O=C(O)c1ccccc1SC1CC(=O)N(C2CCCCC2)C1=O (configuration not stated)	-1.9	96	-3	1.3	.	-0.4	-7	5	96	13
CC(Oc1ccccc1)C(=O)Nc1ccccc1O (configuration not stated)	0.8	137*	-10	3	-11	-0.4	-2	3	97	-36
Cc1ccc(NS(=O)(=O)c2cc(OCC(N)=O)c(C)cc2Cl)cc1C	0.2	97	2	0.75	1	-0.3	-1	2	102	5
O=C(CSc1nc2ccccc2c(=O)n1Cc1ccco1)c1ccccc1	-11	82	-2	0.81	3	-0.1	-1	-1	100	27
O=C(Nc1ccc(N2CCOCC2)c(Cl)c1)c1ccc(Cl)cc1	-0.2	96	-6	1.9	49	0.3	-1	-31	127	14
CC(C)(C)c1ccc(OCCCC(=O)N2CCOCC2)cc1	-0.9	118	7	1.5	15	-0.3	-2	-36	132*	-16
O=C(Oc1ccc(N2C(=O)CCC2=O)cc1)c1ccccc1	1.1	112	18	1.1	-7	-0.2	5	-11	105	-11
CCOc1ccc(/C=N/NC(N)=S)cc1	-0.3	92	-2	1.4	2	-0.4	-6	-9	108	14
O=C(NCc1ccncc1)C(=O)Nc1nc2ccccc2s1	-2.4	100	-6	1.4	-15	0.2	-5	-29	126	11
COc1ccc(-c2nc3ccccc3nc2-c2ccccc2)cc1	-0.8	98	-19	0.87	7	-0.2	1	5	96	3
Cc1ccc(C(=O)N2CCC(C)CC2)cc1C	0.6	100	-6	1.4	-1	0.8	-3	-3	103	1
COc1ccccc1CNC(=O)C(C)Sc1ccsc1[N+](=O)[O-] (configuration not stated)	0.5	94	0	1	3	-0.3	-1	6	95	9
O=C(NC1(C(=O)NC2CCCC2)CCCCC1)c1ccc2c(c1)OCO2	-2.8	96	19	1.5	-3	-0.1	0	5	97	9
COc1ccccc1S(=O)(=O)Cc1ccc(C(=O)NCc2ccc3c(c2)OCO3)o1	-0.5	98	-3	0.84	3	-0.3	-2	-2	102	11
CCOc1cc(/C=N/Nc2ncnc(Cl)c2N)ccc1O	-1.1	96	8	1.6	26	-0.1	-4	-22	120	4
CC(CCc1ccccc1)NC(=O)c1cccc([N+](=O)[O-])c1 (configuration not stated)	0.0	104	-7	1	-11	-0.1	1	1	99	-5
CCOc1ccccc1N(CC(=O)N1CCCCCC1)S(C)(=O)=O	2.8	100	0	1.1	-1	-0.3	-2	-3	102	5
(further entries)
SMILES	DTT redox prof	STAT3 act	TLR4-MyD88 BLA	NF-kB neuron act	APP 5'UTR act	Hsp70 act	Efa HMGR inh	STAT1 inh	STAT1 act	STAT3 inh
O=C(NCc1ccc2c(c1)OCO2)c1ccc(Cl)c(S(=O)(=O)N2CCOCC2)c1	0.3	96	-1	0.84	-12	-0.3	-1	2	98	6
CCOC(=O)c1ccc(Cn2c(-c3ccccc3)nnc2-c2ccccc2)o1	-0.7	97	1	1.1	-2	0.0	0	-3	103	8
Brc1cccc(-c2nnc3sc(CN4CCC5(CC4)OCCO5)cn23)c1	4.2	101	4	1.1	-8	-0.1	-5	-7	106	1
N#Cc1c(-c2ccc(F)cc2)nc2n(c1=O)CCS2	0.4	97	-12	1	7	0.0	-3	4	96	9
Cc1cc(C)cc(-c2nnc(SCC(=O)c3ccc4c(c3)OCCO4)o2)c1	2.0	103	1	1	-15	-0.2	-1	6	89	0
CCOC(=O)C(NC(C)=O)C(=O)Nc1ccc(C)cc1C (configuration not stated)	-1.1	100	12	1.1	4	-0.1	-2	2	98	2
O=C(NC(=S)Nc1ccccc1N1CCCCC1)c1ccccc1	-0.9	104	-1	1.4	12	-0.2	-3	-10	108	-1
O=C(NCCc1ccccc1)C1CCCN1C(=O)Nc1ccc(F)cc1 (configuration not stated)	-2.6	100	16	1.1	-18	-0.3	-4	-1	102	6
O=C/C(=C\Nc1ccc(Cl)cn1)c1nc2cc(Cl)ccc2o1	0.7	145*	9	1.4	.	-0.1	3	-3	102	-53
COc1ccc(OC)c(-c2csc(NC(=O)Cn3[nH]c(=O)c4ccccc4c3=O)n2)c1	0.1	88	-22	0.59	-15	-0.1	-5	-4	104	18
COC(=O)c1c(-c2ccccc2)csc1N	-0.1	94	1	1	1	-0.4	-4	12	89	7
O=C(N/N=C/c1sc(=O)n(-c2ccccc2)c1Cl)c1ccccc1	-0.3	91	-3	1	89	-0.1	-1	-53	147*	11
CSc1nncn1/N=C/c1ccc2c(c1)OCO2	-8.1	102	5	1.5	1	-0.4	-6	-13	112	0
Cc1cccc(NS(=O)(=O)c2ccccc2)n1	0.6	100	2	1.2	1	-0.3	-2	-6	104	6
c1ccc2c(c1)nnn2-c1ncnc2sc3c(c12)CCCC3	-0.5	103	-4	1.6	1	-0.2	-7	-8	108	1
Cc1ccc(-n2c(C)cc3c2CCCC3=O)cc1	-1.4	94	6	1	-7	0.0	-4	0	100	10
CCCn1c(C)cc(/C=C(\C#N)C(=O)OCC(=O)Nc2cc(OC)c(OC)c(OC)c2)c1C	0.5	103	-7	1.9	30	0.0	-1	-14	112	-1
CCOC(=O)c1cc(C#N)c(N2CCN(c3ccc(OC)cc3)CC2)[nH]c1=O	-2.0	91	0	1.2	8	0.1	-6	-7	105	17
O=C(Nc1ccc(Cl)cc1C(=O)NCCN1CCOCC1)c1ccco1	0.1	101	6	0.99	7	-0.1	-1	-2	101	1
CCCCN(C)CCNC(=O)c1c[nH]c2ccc(S(=O)(=O)N(CC)CC)cc2c1=O	1.6	99	2	0.94	-14	-0.2	2	-6	106	4
O=C(NCc1ccco1)c1nc(-c2ccc(F)cc2)no1	-0.2	94	-3	1.3	1	-0.5	0	-12	110	17
COCCN1CC(=O)N(c2cccc(C)c2C)C(c2ccc(Cl)cc2)C1=O (configuration not stated)	1.8	101	-15	1.1	0	0.0	-8	1	99	8
CCOC(=O)Cn1c(=O)oc2cc(S(=O)(=O)N3CCn4c3nc3ccccc34)ccc21	-0.3	107	-11	0.9	-9	0.1	-5	0	100	-3
CCOC(=O)c1c(N2CCCCC2)c2ccccc2[nH]c1=O	0.1	99	17	1.1	11	0.2	4	2	98	5
COC(=O)CNC(=O)c1nn(-c2cccc(OC)c2)c(=O)c2ccccc12	-2.4	100	7	1	22	0.0	-3	0	101	6

Some values from the entries so far:
O=C(NCc1ccco1)c1nc(-c2ccc(F)cc2)no1 in Efa HMGR inh shows 0
CCCCN(C)CCNC(=O)c1c[nH]c2ccc(S(=O)(=O)N(CC)CC)cc2c1=O in DTT redox prof shows 1.6

Back to the main list, repeating the two entries before the break.
SMILES	DTT redox prof	STAT3 act	TLR4-MyD88 BLA	NF-kB neuron act	APP 5'UTR act	Hsp70 act	Efa HMGR inh	STAT1 inh	STAT1 act	STAT3 inh
CCOC(=O)c1c(N2CCCCC2)c2ccccc2[nH]c1=O	0.1	99	17	1.1	11	0.2	4	2	98	5
COC(=O)CNC(=O)c1nn(-c2cccc(OC)c2)c(=O)c2ccccc12	-2.4	100	7	1	22	0.0	-3	0	101	6
COc1ccc(N2C(=O)C3CCCN3C2c2cccc(Br)c2)cc1 (configuration not stated)	-1.1	97	3	0.9	18	-0.1	1	1	99	12
Cc1csc(NC(=O)c2cc3c(s2)-c2ccccc2OC3)n1	0.1	94	0	2	112	-0.1	-8	-43	139*	13
Cc1cc(=O)cc(C)n1-c1ccc(Br)cc1	-0.2	101	-10	1.2	-6	0.1	0	0	98	8
Cc1cc2nc(C)c3c(n2n1)CCC3	-1.7	97	8	1.1	-15	0.1	1	-7	106	10
O=C(CN1CCCC1=O)NC1C2CC3CC(C2)CC1C3 (configuration not stated)	-0.4	103	6	1.1	-14	0.0	0	-4	104	-1
CCOc1ccc(Oc2ccc(-c3nnc(-c4ccccc4)o3)cc2[N+](=O)[O-])cc1	-1.2	89	-3	1.3	-9	0.0	-8	-3	103	20
O=C(NCCCn1ccnc1)c1ccc(Br)c(S(=O)(=O)N2CCOCC2)c1	2.8	102	-13	0.91	-5	0.3	0	-9	108	3
CC(C)(C)c1cccc(/C=N/O)c1O	-1.5	102	7	0.99	0	-0.1	1	-4	104	3
CCc1cccc(CC)c1N1C(=O)c2cc(N3CCOCC3)c([N+](=O)[O-])cc2C1=O	-0.3	96	-7	1.1	9	0.2	-3	4	96	2
CCN(CC)CCN1C(=O)C(=O)/C(=C(/O)c2ccc(F)cc2)C1c1ccncc1 (configuration not stated)	0.3	103	9	1	-11	-0.4	2	0	100	-1
CCCn1c(=O)[nH]c(=O)c2c1nc(-c1ccc(OC(F)F)cc1)n2CCN1CCOCC1	0.0	101	-8	0.99	17	-0.5	1	0	100	-1
O=C(CN(Cc1ccccc1)S(=O)(=O)c1ccccc1)N/N=C/c1ccccc1[N+](=O)[O-]	-2.0	98	7	0.59	0	0.0	-1	2	98	10
COc1ccc(C(=O)Nc2ccc3c4c(cccc24)CC3)cc1	2.3	90	5	1.6	19	0.2	2	-9	108	23
COc1ccc(OC)c(-n2nnnc2SCC(=O)Nc2cc(C)ccc2OC)c1	0.6	100	0	1.2	6	-0.5	2	4	95	2
CC1(C)CC(=O)C(C=NCCN2CCN(CC(=O)Nc3ccccc3)CC2)=C(O)C1	0.7	101	1	1.2	4	-0.5	-1	13	88	3
CS(=O)(=O)c1ccc(S(=O)CC(=O)OCc2ccccc2)c([N+](=O)[O-])c1 (configuration not stated)	0.9	114	16	0.18	-48	0.0	-3	-2	102	-15
Cc1nc2cc(NC(=O)C3COc4ccccc4O3)ccc2s1 (configuration not stated)	-1.0	94	-11	1.2	57	0.4	-4	-13	110	14
N#Cc1ccc(NC(=O)COC(=O)CSc2nnc(-c3ccc(Cl)cc3)o2)cc1	0.4	101	-3	1.2	7	-0.4	1	-2	102	-6
COc1cc(-c2nc3n(n2)C(c2ccncc2)C(C(N)=O)=C(C)N3)cc(OC)c1OC (configuration not stated)	-0.1	101	-8	1.3	12	-0.3	-4	1	99	1
COc1ccccc1NC1C=CS(=O)(=O)C1 (configuration not stated)	2.0	101	-2	0.78	5	-0.1	-1	-2	102	1
